# Screens as filed in PubChem.
# hiPSC survival: enhancers of human iPSC single-cell survival; hiPSC single-cell survival, ATPlite luminescence; 100% = ROCK inhibitor wells, 0% = DMSO; survival enhancement, % at 20 µM; 0.044% of 360,000 active; AID 602274; in the data active = survival enhancement above about 18%;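 also: cells exposed to compounds for 16 hours before the ATP read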
# Peg3 prom inh: Peg3 promoter activity inhibition. 1.7% of 360,000 active. HeLa PEG-Prom luciferase reporter, luminescence, overnight. inhibition, % at 20 µM. AID 588405;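 active = inhibition of at least 50% at 20 µM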
# Exocytosis inh: blocks lytic granule exocytosis | TALL-104 LAMP-1 surface exposure, flow cytometry; cells stimulated with thapsigargin and PMA | inhibition, % at 10 µM | 0.66% of 360,000 active | AID 651702;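 active = inhibition above about 55%, limit read from the data; inconclusive = no clear call, values can overlap the other calls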
# PDI inh: PDI (human) enzyme inhibition | PDI insulin aggregation turbidity, A650, 90 min | inhibition, % at 10 µM | 0.052% of 350,000 active | AID 588391;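 active = mean inhibition across replicates of 30% or more, whatever share of single replicates reach that level; inconclusive = mean inhibition below 30% while every single replicate reaches 30%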;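 also: absorbance from insulin aggregation driven by PDI reduction with DTT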
# Target sequence (P07237 whole entry, looked up): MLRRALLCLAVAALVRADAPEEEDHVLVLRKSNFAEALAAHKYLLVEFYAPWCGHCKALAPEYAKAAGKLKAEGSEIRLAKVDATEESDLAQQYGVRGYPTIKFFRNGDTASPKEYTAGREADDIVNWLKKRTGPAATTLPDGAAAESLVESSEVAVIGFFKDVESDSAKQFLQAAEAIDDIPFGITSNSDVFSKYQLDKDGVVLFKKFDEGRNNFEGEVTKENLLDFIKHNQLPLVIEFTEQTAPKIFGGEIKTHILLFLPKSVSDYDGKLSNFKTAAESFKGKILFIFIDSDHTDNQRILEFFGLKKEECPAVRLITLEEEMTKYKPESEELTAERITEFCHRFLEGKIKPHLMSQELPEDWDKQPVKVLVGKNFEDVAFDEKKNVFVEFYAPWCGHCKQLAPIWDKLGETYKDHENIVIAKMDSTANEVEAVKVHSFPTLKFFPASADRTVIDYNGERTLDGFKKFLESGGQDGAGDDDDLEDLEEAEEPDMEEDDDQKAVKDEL
# Vif imaging: HIV Vif inhibition. HEK293T cells, Vif self-association by quenched fluorescence, imaging, 24 h. inhibition, % at 7.49 µM. 0.35% of 340,000 active; in the data active = inhibition above about 50%, passing the limit was not always enough; inconclusive = no clear call, values can overlap the other calls; inactive = below about 31%; also: some results filed as inactive read as strong as hits
# NR2E3 ag-1: agonists of human NR2E3 nuclear receptor | CHO-S Gal4-NCOR/VP16-NR2E3 two-hybrid, luciferase | inhibition of corepressor binding, % at 3.98 µM | 0.35% of 360,000 active | AID 602229;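 active = inhibition above the mean of all tested compounds plus 3 SD, cut at about 70% in these data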;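 also: 0% = DMSO with NR2E3 transfected cells and 100% = cells lacking NR2E3 construct; higher means lower luciferase signal from less NR2E3 corepressor binding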
# Target sequence (Q9Y5X4 whole entry, looked up, the tested form may be a part): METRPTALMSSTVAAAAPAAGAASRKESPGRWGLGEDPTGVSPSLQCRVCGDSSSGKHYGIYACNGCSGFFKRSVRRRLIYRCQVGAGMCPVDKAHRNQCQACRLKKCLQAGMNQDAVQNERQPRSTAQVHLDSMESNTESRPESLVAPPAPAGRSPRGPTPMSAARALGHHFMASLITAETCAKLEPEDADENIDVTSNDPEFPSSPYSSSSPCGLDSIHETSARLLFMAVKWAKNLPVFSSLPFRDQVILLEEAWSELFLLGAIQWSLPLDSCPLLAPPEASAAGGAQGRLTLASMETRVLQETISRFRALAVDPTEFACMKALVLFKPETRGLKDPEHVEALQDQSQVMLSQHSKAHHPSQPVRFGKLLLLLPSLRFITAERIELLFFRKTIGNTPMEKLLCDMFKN
# HIF-2a inh: blocks HIF-2a reporter activity; 0.72% of 360,000 active; AID 624352; inhibition, % at 18.8 µM; 786-0 RCC cells HIF-2a reporter, luciferase luminescence, overnight;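 active = inhibition of the luminescence signal of 40% or more relative to plate controls, in a single-dose primary screen at 18.75 µM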
# MITF TRPM1 inh: inhibitors of MITF-driven TRPM1 promoter in melanoma cells. 0.83% of 330,000 active. inhibition, % at 12.5 µM. AID 488899. SK-MEL-5 TRPM1 promoter luciferase, 24 h;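 active = mean inhibition across replicates of 60% or more, whatever share of single replicates reaches that level; inconclusive = some that reach 60%, reason not given; inactive = mean inhibition across replicates below 60%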; also: values of inactives mirror those of a sister screen read the other way
# aDG glyco up: increases alpha dystroglycan glycosylation | Pro5-aDG cells, alpha-DG glycosylation AlphaScreen (IIH6); 0% Pro5, 100% B10-LARGE cell signal | 0.22% of 360,000 active | activation, % at 10 µM | AID 624168;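 active = activation of at least 8% versus controls, or a plate z-score of at least 8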;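 also: Pro5 are CHO cells carrying HIG-tagged alpha-DG that lacks glycosylation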
# NR2E3 ag-2: activates human photoreceptor nuclear receptor NR2E3; Q9Y5X4; GST-NR2E3/biotin-RetCOR TR-FRET, 1536-well; inhibition of corepressor binding, % at 4.78 µM; 0.12% of 320,000 active; AID 2300;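 active = percent inhibition above the cutoff of mean plus 3 SD of all tested compounds, set per screening campaign, cut at about 20% in these data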;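 also: 0% = DMSO wells and 100% = biotin wells as full block of FRET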
#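 Assay system: NR2E3–RetCOR corepressor complex. Quantity: 1.35 nM GST-NR2E3. Buffer or medium: pH 7.5 Tris-based buffer. Reagent: biotinylated RetCOR corepressor at 7 nM final. Schedule: 5 h at 4 °C. Detection: TR-FRET, emission read at 617 and 671 nm. Replicates: one well per compound, singlicate testing.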
# CaV13 FRET inh: Primary screen for inhibitors of IQ motif and Ca2+-dependent inactivation inhibitor domain binding in CACNA1D, Förster resonance energy transfer in living cells, … | HEK cells, CFP/YFP FRET ICDI-IQ, plate reader, 10 min; percent FRET-ratio fall versus neutral wells | inhibition, % at 12.3 µM | 0.098% of 340,000 active | AID 743397;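 active = mean replicate inhibition of at least 30% and at least 1% of replicates passing that level; inconclusive = only one of the two criteria is met; inactive = neither criterion is met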;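 also: 0% = median of the neutral control wells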
# The depositor's hits bear a star; ? = inconclusive; · = not tested or not shown.
SMILES,hiPSC survival,Peg3 prom inh,Exocytosis inh,PDI inh,Vif imaging,NR2E3 ag-1,HIF-2a inh,MITF TRPM1 inh,aDG glyco up,NR2E3 ag-2,CaV13 FRET inh
CC(C)(C)NC(=O)NC(=O)COC(=O)c1cc(=O)[nH]c2ccccc12,1.5,-3,-4,-6,40,0,14,3,0.0,0,-3
Cc1cc(C)n2nc(SCCOc3ccccc3)nc2n1,-0.2,-69,-4,12,0,-9,-93,-23,-0.3,-3,-7
CCn1nc(C)c(CN2CCCC(CO)(Cc3cccc(Cl)c3)C2)c1C (stereo unspecified),-0.6,8,-5,-9,10,9,15,8,0.2,3,-3
COCCNC(=O)CCCn1c(=O)c2ccccc2n(Cc2cccc([N+](=O)[O-])c2)c1=O,-0.6,14,2,0,3,21,8,4,0.2,2,-8
CC(C)Cc1nc(Nc2ccccc2C#N)c2nnn(Cc3ccccc3)c2n1,-0.6,32,-6,9,-9,-5,25,-1,-0.1,0,-2
COc1ccc(CNC(=O)[C@@H](NC(=O)C2CCN(C(=O)[C@@H]3CCCN3C(=O)OC(C)(C)C)CC2)C(C)C)cc1,4.4,17,2,·,0,6,1,4,-0.1,0,·
CC1=NN(C(N)=S)C(=O)C1N=Nc1ccc([N+](=O)[O-])cc1 (stereo unspecified),0.1,-136,0,-2,4,-25,-241,-51,0.2,2,·
Cc1ccc(SCCCCN2CCOCC2)cc1,-0.4,-14,0,3,1,-7,-40,-17,-0.1,9,-5
COc1cc(CNc2ncnc3c2ncn3[C@H]2CN(Cc3ccc4c(c3)OCO4)C[C@@H](CO)O2)cc(OC)c1OC,-2.2,21,0,-1,-1,17,11,·,-0.3,·,-10
CCN(CC)C(=S)NC(=O)c1cc(OC)c(OC)c(OC)c1,-1.2,18,0,0,0,-20,17,9,0.1,-2,-6
Cc1cc(C(=O)Nc2nccs2)c2cc(F)ccc2n1,-0.2,-18,17,-2,6,-3,8,13,-0.3,3,-4
C=CCC(C(=O)OC)(C(=O)OC)c1ccc(C(F)(F)F)cc1[N+](=O)[O-],-0.1,11,3,1,2,2,6,13,-0.1,-1,-6
CC(=O)N1CCN(C(=O)COC(=O)COc2ccc(C#N)cc2)CC1,0.2,-15,-2,5,-4,-24,-18,-3,-0.2,-1,-5
c1ccc2c(c1)NC(CN1CCOCC1)CO2 (stereo unspecified),4.0,0,1,5,1,-4,7,5,0.1,1,-5
CCCOc1ccc(NC(=O)C2CC(=O)N/C(=N/N=C(C)/C=C/c3ccc(N(C)C)cc3)S2)cc1 (stereo unspecified),-0.9,-179,-2,-4,-11,-59,-157,-56,-0.1,-1,-11
CN1CCN(S(=O)(=O)c2ccc3c4c(cccc24)C(=O)N3)CC1,-0.4,3,-2,-1,0,-21,6,-4,-0.2,1,-5
CN(Cc1ccccc1)S(=O)(=O)c1cc2c3c(c1)CCN3C(=O)CC2,0.0,2,-4,3,0,5,8,8,-0.2,-4,-4
Clc1ccccc1/C=C/c1nc(-c2cccnc2)no1,-0.5,-279,6,-15,-4,-12,-298,-92,0.1,-1,-2
CCc1c(C)c2ccc(O)c(CN(C)C)c2oc1=O,0.2,-3,-3,-2,3,-28,4,9,0.0,1,-8
Clc1ncc(CSc2ccccc2)s1,0.8,9,0,4,1,-9,-9,-3,-0.2,-2,-6
CN(C)S(=O)(=O)c1ccc(C(=O)Nc2ccccc2F)cc1,3.1,-20,-1,0,-2,14,-18,-10,-0.1,-1,-7
CCOC(=O)N1CCN(C(=O)CSc2nc(-c3cccc(C)c3)ns2)CC1,1.9,11,-1,7,-3,12,-7,6,0.2,5,-5
COc1ccc(CN(C(=O)c2cc3ccccc3oc2=O)C2CCCCC2)cc1OC,-3.4,-125,5,3,0,-7,-135,-39,2.6,2,-4
CCN(CC)S(=O)(=O)c1ccc(C(=O)NCc2nnc(SCC(=O)OC)n2C)cc1,-0.7,-7,-1,-1,-1,0,-20,6,-0.1,1,-2
S=C(Nc1ccc(Br)cc1Cl)N1CCC2(CC1)OCCO2,-0.6,-95,-6,6,-11,4,-200,-21,0.1,1,-4
COCCNC(=O)CN(C(=O)CCC(=O)Nc1cc(C)on1)c1ccccc1C,-0.3,4,0,-11,4,15,14,14,0.1,5,-3
COc1ccc(OC)c(NC(=O)C(Sc2ccccc2)c2ccccc2)c1 (stereo unspecified),2.0,-16,-2,-1,-1,6,18,-12,0.8,0,·
O=C(CSc1nc2scc(-c3ccccc3)c2c(=O)[nH]1)N1CCCCC1,1.2,-5,-1,13,-3,-28,-32,-13,0.1,3,-2
Cc1ccccc1OCCCC(=O)Nc1ccc(S(=O)(=O)Nc2onc(C)c2C)cc1,0.5,2,-3,-4,-9,0,6,0,0.0,0,-4
O=C(CNC(=O)c1cccs1)N/N=C/c1ccc(O)cc1O,-1.3,-3,0,4,-5,-19,8,18,-0.1,-3,-7
O=C(NCC(=O)N(Cc1cccs1)C(C(=O)NC1CCCC1)c1ccco1)c1cccs1 (stereo unspecified),2.0,22,-2,13,1,2,19,-2,-0.1,-3,-4
CNC(=S)N(CCCN(C)C)Cc1cc2cc3c(cc2[nH]c1=O)OCCO3,-0.1,4,-2,2,11,0,-11,13,-0.2,-1,-2
COc1cc(/C=N/NC(=O)c2ccncc2)ccc1OCC(=O)Nc1ccccc1,-0.4,-222,-9,2,-17,-3,-48,-98,0.4,6,-1
Cc1ccnc2c1ccc1c(C)ccnc12,-0.7,-8,4,-7,-16,78*,-161,77*,1.6,2,·
CC(C)c1ccc2[nH]c3nc(SCC(=O)N4CCOCC4)nnc3c2c1,0.5,-77,2,-9,-1,-28,-106,-33,-0.6,2,1
Cn1nc(C(=O)NNC(=O)C2CSC3(C)CCC(=O)N23)c2ccccc2c1=O (stereo unspecified),1.8,-1,0,5,-12,-7,11,-4,0.2,1,-7
CCCNC(=O)c1cc(C2CCCN(C(=O)c3ccc(NC(C)=O)cc3)C2)on1 (stereo unspecified),-0.2,-19,0,1,5,-5,-14,·,-0.1,·,-5
Cc1ccc2[nH]c(=O)c(CN(Cc3ccco3)S(=O)(=O)c3c(C)ccc4nsnc34)cc2c1,0.1,19,1,16,1,-3,18,13,-0.2,4,-9
Cc1ccc(/C=C/C(=O)c2ccc(N3CCOCC3)cc2)s1,-2.2,-145,2,-1,0,-50,-221,-94,0.1,5,-7
CS(=O)(=O)N1CCc2cc(S(=O)(=O)N3CCCCC3)ccc21,-0.6,-3,0,-4,-3,-12,5,0,-0.8,2,1
C=CCn1c(C)cc(C(=O)CSc2nnc3c(Cl)cc(Cl)cn23)c1C,4.3,-6,0,0,-1,-8,-14,11,0.2,-2,-5
CN(C)CCN(CC1CCCN(Cc2ccccc2F)C1)C(=O)c1ccc(F)cc1 (stereo unspecified),-0.6,-12,44,6,10,5,10,-5,-0.2,4,-5
COc1cc(OC)cc(-c2c(Sc3ccccc3)c3cc(-c4cnc(N5CCOCC5)nc4)ccc3n2C)c1,-0.6,·,-6,·,·,1,-1,·,-0.5,·,-8
Clc1ccccc1CNCC1CCCO1 (stereo unspecified),-0.3,-4,2,1,-9,2,14,3,0.1,6,-1
COC(=O)[C@@]1(C)[C@H]2C(=O)N(C)C(=O)[C@H]2[C@H]2CN=C(SCc3ccccc3)N21,-1.3,4,2,-8,12,-2,3,3,-0.2,·,-5
C=CCn1c(SCC(=O)Nc2cc(OC)c(NC(=O)c3ccco3)cc2OC)nnc1-c1ccncc1,2.6,14,4,-6,-9,-28,12,9,-0.2,3,-5
COc1cc(/C=C(/NC(=O)c2ccccc2Cl)C(=O)O)cc(OC)c1OC,-2.8,-3,-2,2,7,-17,18,-5,0.0,2,·
COc1ccc(N2CCN(CCNS(=O)(=O)c3cccc4nsnc34)CC2)cc1,0.4,15,-2,3,-1,19,28,11,-0.4,·,-2
COc1ccccc1CNc1nc(NCc2ccc(C)cc2C)c2sccc2n1,-2.7,36,12,-8,-19,55,7,·,0.6,·,·
COc1ccc(NC(=O)CC(C)c2ccccc2)c([N+](=O)[O-])c1 (stereo unspecified),1.6,-21,1,-13,-1,-13,-58,-10,0.3,1,-14

# A different layout for some results above.
SMILES	hiPSC survival	Peg3 prom inh	Exocytosis inh	PDI inh	Vif imaging	NR2E3 ag-1	HIF-2a inh	MITF TRPM1 inh	aDG glyco up	NR2E3 ag-2	CaV13 FRET inh
C=CCn1c(C)cc(C(=O)CSc2nnc3c(Cl)cc(Cl)cn23)c1C	4.3	-6	0	0	-1	-8	-14	11	0.2	-2	-5
CN(C)CCN(CC1CCCN(Cc2ccccc2F)C1)C(=O)c1ccc(F)cc1 (stereo unspecified)	-0.6	-12	44	6	10	5	10	-5	-0.2	4	-5

# Next part.
SMILES,hiPSC survival,Peg3 prom inh,Exocytosis inh,PDI inh,Vif imaging,NR2E3 ag-1,HIF-2a inh,MITF TRPM1 inh,aDG glyco up,NR2E3 ag-2,CaV13 FRET inh
Clc1ccc(-c2cn3cc(Cl)ccc3n2)cc1,-0.6,-59,-5,-15,25,-184,-77,-7,0.0,1,-7
CC1=CCC(C(=O)N/N=C/c2cccs2)C(c2ccc(F)cc2)C1 (stereo unspecified),-2.2,20,0,19,14,11,16,-5,0.2,3,-6
CCOc1ccc(NC2=NC(C)(C)N=C(N)N2)cc1,-1.8,6,2,-1,-10,-4,11,-9,-0.2,0,·
CCC(=O)c1cc2c(cc1NC(=O)C(C)C)OCCO2,-2.3,7,-1,3,7,12,12,5,0.1,-3,-1
COc1ccc(C(CNC(=O)c2cccnc2SC)N2CCOCC2)cc1 (stereo unspecified),-0.9,-12,-1,-3,7,2,20,-3,-0.3,0,·
O=C(O)c1cc(NN=Nc2ccc(Br)cc2)cc([N+](=O)[O-])c1,1.8,-42,3,-9,-7,-11,-36,1,-0.1,1,-4
COc1ccc(C(=O)NC(=O)CSc2nc3nc(C)cc(C)n3n2)cc1,0.6,2,-6,-5,-2,14,9,-11,0.2,·,-2
O=C(Nc1ccc(Br)cc1Cl)c1ccc2c(=O)n3c(nc2c1)CCC3,0.3,-353,-5,-2,15,-91,-283,-103,0.1,1,-4
O=c1cc(-c2ccc(Br)cc2)[nH][nH]1,-0.4,-21,3,-5,10,-25,-30,-14,0.4,5,-4
CC(=O)Nc1ccc(S(=O)(=O)NC(=O)C23CC4CC(CC(C4)C2)C3)cc1,-3.2,17,-4,3,?,8,13,-7,-0.2,0,-4
CCCCNS(=O)(=O)CCNCc1ccco1,-0.6,0,-5,2,16,-20,6,-5,-0.2,·,-7
CCn1c(C(O)c2ccc3c(c2)OCO3)nc2ccccc21 (stereo unspecified),0.5,1,-2,-2,-4,-4,0,-2,0.0,0,1
CC(=O)c1cccc(NC(=O)Cc2cccs2)c1,1.1,-43,-4,3,5,-25,-57,-16,0.5,2,-5
